CHRM5 antagonist: blocks acetylcholine activation of human M5 receptor; CHO-hM5 cells, Fluo-8 calcium fluorescence, ACh EC80; P08912; inhibition, % at 3 µM; actives 0.59% (n = 360,000); AID 624040;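 active = inhibition above a per-plate cutoff, the mean of that plate's test compounds plus 3 SD, cut at about 27% in these data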;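 note: 0% = acetylcholine EC80 with DMSO and 100% = DMSO without agonist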
M4 PAM: positive allosteric modulators of human muscarinic M4 receptor; actives 0.4% (n = 360,000); CHO-K1 hM4/Gqi5, Fluo-8 calcium fluorescence, ACh EC20; 0% = ACh EC20, 100% = maximal ACh; activation, % at 3 µM; AID 624126;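 active = activation above its plate's cutoff, the mean activation of sample wells plus 3 SD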; note: some results filed as inactive read as strong as hits
Target sequence (P08173 whole entry, looked up): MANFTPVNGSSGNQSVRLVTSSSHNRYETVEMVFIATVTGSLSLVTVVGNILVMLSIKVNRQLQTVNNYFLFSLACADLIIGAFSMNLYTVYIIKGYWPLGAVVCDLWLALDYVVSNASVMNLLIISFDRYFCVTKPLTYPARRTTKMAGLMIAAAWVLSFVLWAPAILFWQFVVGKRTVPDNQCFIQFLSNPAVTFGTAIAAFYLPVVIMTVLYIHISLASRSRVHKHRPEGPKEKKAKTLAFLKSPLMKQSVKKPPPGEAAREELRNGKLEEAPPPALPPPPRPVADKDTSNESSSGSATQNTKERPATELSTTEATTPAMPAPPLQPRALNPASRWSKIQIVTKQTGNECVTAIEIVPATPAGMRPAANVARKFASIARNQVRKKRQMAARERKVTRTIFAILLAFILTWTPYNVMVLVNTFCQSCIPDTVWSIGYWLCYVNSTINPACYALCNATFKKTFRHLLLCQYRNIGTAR
CHRM5 PAM: potentiates acetylcholine response at human M5 receptor. P08912. activation, % at 3 µM. AID 624038. CHO-K1 hM5, Fluo-8 calcium, ACh EC20 PAM; 0% = ACh EC20, 100% = ACh EC100. actives 0.3% (n = 360,000);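 active = activation above the run cutoff, the mean activation of all test compounds plus 3 SD, cut at about 18% in these data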
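Measured by: Fluo-8 calcium fluorescence; material: human M5 receptor in CHO-K1 cells; schedule: Post-acetylcholine fluorescence recording 140 s; benchmarks: low control EC20 acetylcholine (0%), high control EC100 acetylcholine (100%); read-out: Max/basal fluorescence ratio as % of EC20–EC100 ACh window; compound: single dose, 3 µM nominal final test concentration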
TAAR1 antag: human TAAR1 antagonism; CHO RD-HGA16 TAAR1, Fluo-8 calcium fluorescence, antagonist; actives 1.5% (n = 360,000); AID 624466; Q96RJ0; inhibition, % at 3 µM;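 active = inhibition above a per-plate cutoff, the mean inhibition of test compounds on that plate plus 3 SD, cut at about 49% in these data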;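 note: 0% = DMSO plus EC80 beta-PEA response and 100% = DMSO alone without agonist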
Target sequence (Q96RJ0 whole entry, looked up): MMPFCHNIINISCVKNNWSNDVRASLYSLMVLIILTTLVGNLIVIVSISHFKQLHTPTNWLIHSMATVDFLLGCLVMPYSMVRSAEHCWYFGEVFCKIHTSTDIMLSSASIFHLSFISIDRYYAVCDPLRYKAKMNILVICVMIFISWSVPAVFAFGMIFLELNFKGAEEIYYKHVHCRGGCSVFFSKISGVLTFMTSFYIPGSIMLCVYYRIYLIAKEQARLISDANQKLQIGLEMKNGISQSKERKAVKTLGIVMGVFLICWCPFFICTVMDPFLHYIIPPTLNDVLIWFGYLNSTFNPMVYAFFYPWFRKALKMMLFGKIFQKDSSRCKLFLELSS
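Material: CHO RD-HGA16 cells bearing hTAAR1; compound dosing: one-point dosing, 3 µM nominal final; schedule: dye loading 75 min at 37 °C, then 30 min room temperature; measured by: calcium fluorescence with Fluo-8; control set: vehicle and agonist controls; replication: n of 1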
CHRM5 agonist: CHRM5 agonism in calcium assay; CHO-K1 hM5 cells, Fluo-8 calcium fluorescence; 0% DMSO wells, 100% maximal acetylcholine response; activation, % at 3 µM; actives 0.19% (n = 360,000); AID 624037;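 active = activation above the run's mean over test compounds plus 3 SD, cut at about 23% in these data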;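 note: signal is peak over basal fluorescence ratio across the kinetic read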
M1 PAM parental: nonselective activator or artifact in parental CHO-K1 calcium assay. actives 0.02% (n = 360,000). activation, % at 3 µM. AID 602247. ATP EC20, Fluo-8 calcium fluorescence; 0% at ATP EC20, 100% at ATP max;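 active = activation above the run cutoff, the mean activation of all test compounds plus 3 SD, cut at about 40% in these data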;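 note: peak over basal fluorescence ratio in a 140 s read after ATP addition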
CRFR2-BP antag: antagonists of CRF-binding protein/CRF-R2 receptor complex; HEK293 CRF-R2/CRF-BP, CRF-induced calcium fluorescence; inhibition, % at 11.8 µM; actives 0.59% (n = 350,000);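 active = inhibition of the ligand-induced calcium signal above about 50% at the single tested concentration, limit read from the data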
CRFBP-R2 agonist: CRF-BP/CRF-R2 complex agonism | activation, % at 13.2 µM | actives 0.46% (n = 350,000) | HEK293 CRF-R2/CRF-BP, calcium dye fluorescence (FLIPR); percent of saturating CRF peptide response;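 active = activation of at least 50%, plus an integration ratio under a set limit after plate pattern correction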;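 note: plate controls were neutral control wells without compound for no effect and CRF at EC100 for full effect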
TAAR1 ag: human TAAR1 agonism | actives 0.99% (n = 360,000) | CHO RD-HGA16 TAAR1, Fluo-8 calcium fluorescence; vehicle wells 0%, saturating PEA agonist 100% | AID 624467 | activation, % at 3 µM | Q96RJ0;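 active = activation above the mean activation of all test compounds in the run plus 3 SD, cut at about 38% in these data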
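Test system: RD-HGA16 (CHO) cells co-expressing Gα16 and hTAAR1; dosing: one-point dosing at 3 µM (nominal); timing: 17-24 h seeding, 75 min 37 °C dye, 30 min RT; signal: kinetic Fluo-8 calcium fluorescence; read-out basis: % activation relative to PEA EC100 response; controls: DMSO and PEA EC100; replicates: n 1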
Starred values were filed as active, the others as inactive; / = no result given.

SMILES	CHRM5 antagonist	M4 PAM	CHRM5 PAM	TAAR1 antag	CHRM5 agonist	M1 PAM parental	CRFR2-BP antag	CRFBP-R2 agonist	TAAR1 ag
CC(C)CCCN1C(Nc2ccccc2)=NC[C@@H]1CC(C)C	-2	-2	2	-7	-2	13	-1	-1.1	12
CCCC(=O)NCc1cc(-c2nn(C)c(=O)c3ccccc23)ccc1C	-1	9	3	-1	1	21	-11	-1.6	1
Cc1ccc(C(=O)OCC(=O)N(CC(C)C)c2c(N)n(Cc3ccccc3)c(=O)[nH]c2=O)s1	3	5	4	-16	-3	21	5	0.1	1
CC(C)(C)CC(=O)NC(=S)Nc1ccccc1C(F)(F)F	0	-4	-10	-4	-3	20	-37	-0.7	5
O=C(CSc1nnc2ccc(-c3ccco3)nn12)Nc1ccccc1F	-3	6	-4	-28	-3	16	4	0.2	0
COc1cc2c(cc1OC)C(NC(=O)C(F)(F)F)CNC2=O (stereo not drawn)	-3	7	14	1	6	12	5	-1.0	-1
O=C(Nc1ccccc1Cl)c1ccccc1Oc1ccc(C(F)(F)F)cc1[N+](=O)[O-]	-5	2	4	33	-6	22	-9	2.0	-1
CCN(CC)c1ccc(/C=N/NC(=O)CCC(=O)NCc2ccccc2)c(O)c1	2	-1	1	-24	-6	-11	13	-1.2	1
CC(C)c1ccc(CCNC(=O)c2cccc(S(=O)(=O)N3CCN(C)CC3)c2)cc1	20	-9	-10	-25	1	10	-22	-0.8	13
Cc1ccc2nc(-c3ccc(NS(=O)(=O)c4ccc(F)c(F)c4)cc3)sc2c1	7	4	-7	23	0	-1	-21	0.2	1
CN(Cc1ccccc1)C(=O)CCC1CCN(C(=O)CC2=CCCCC2)CC1	12	2	-6	-10	5	-13	6	0.9	14
CC1CCN(c2ccc([N+](=O)[O-])cc2C(=O)O)CC1	-6	1	1	-13	1	14	-9	-1.5	-1
Cc1nc2cc(CO)ccc2s1	-3	-2	1	3	0	0	-16	1.8	15
C[N+]1(CC(O)c2ccccc2)CCCCCC1 (stereo not drawn)	-2	-7	-5	-8	-22	0	17	-2.4	7
Nc1c(-c2cccc([N+](=O)[O-])c2)nc2ccccn12	3	2	-2	-17	-1	-6	10	-3.0	-2
Cc1cc(N2C(=O)C3CC=CCC3C2=O)cc(C)c1Br (stereo not drawn)	2	13	-3	-1	-6	19	0	0.1	20
CC1CC(C)CN(C(=O)COC(=O)CCCN2C(=O)c3cccc4cccc(c34)C2=O)C1 (stereo not drawn)	11	1	-5	-8	-1	10	1	0.1	1
COc1ccc(/C=N\Nc2ncc(F)c(N3CCOCC3)n2)cc1OC	10	-9	-9	38	5	5	-6	-1.8	15
COc1ccc(C2C(C(=O)Nc3cc(C)on3)c3ccccc3C(=O)N2C)cc1OC (stereo not drawn)	-5	3	5	-15	0	5	40	3.1	5
COc1cc(C(=O)NC2CCN(C)CC2)ccc1Nc1ncc2c(n1)N(CCc1ccccc1)CCC(=O)N2C	0	7	7	7	1	-16	18	-3.1	11

Next part; the last two above are carried over.
SMILES	CHRM5 antagonist	M4 PAM	CHRM5 PAM	TAAR1 antag	CHRM5 agonist	M1 PAM parental	CRFR2-BP antag	CRFBP-R2 agonist	TAAR1 ag
COc1ccc(C2C(C(=O)Nc3cc(C)on3)c3ccccc3C(=O)N2C)cc1OC (stereo not drawn)	-5	3	5	-15	0	5	40	3.1	5
COc1cc(C(=O)NC2CCN(C)CC2)ccc1Nc1ncc2c(n1)N(CCc1ccccc1)CCC(=O)N2C	0	7	7	7	1	-16	18	-3.1	11
O=C(CCc1nnc2ccc(N3CCCCC3)nn12)NCC1CCN(Cc2ccc(F)cc2)CC1	-16	-9	6	-33	-10	-10	6	-0.1	-2
CCOc1ccc(NS(=O)(=O)c2ccc(C(=O)NC3CCC(O)CC3)cc2)cc1 (stereo not drawn)	7	8	-14	-10	0	1	-11	2.3	2
Cc1ccccc1NC(=O)Cc1nc(-c2ccc3ccccc3c2)cs1	13	-7	-11	25	2	11	-12	-1.3	3
CCOc1ccc(S(=O)(=O)N2CCCC(C(=O)NC3CC3)C2)cc1Cl (stereo not drawn)	-1	4	3	-17	1	5	10	-2.7	3
CCOc1ccc(-c2c(=O)n(OCc3ccccn3)c3ccccc3[n+]2[O-])cc1	2	6	-6	-3	-1	21	-11	-1.0	12
CCOC(=O)C1=C(CCl)NC(=O)NC1c1ccc2c(c1)OCO2 (stereo not drawn)	7	4	-1	14	1	10	7	-2.0	0
COc1cc(C(c2c(C(=O)O)[nH]c3ccccc23)c2c(C(=O)O)[nH]c3ccccc23)ccc1OCc1ccccc1	4	-7	0	6	-5	17	15	-2.8	-1
O=C(OCC(=O)c1ccc[nH]1)c1ccc(S(=O)(=O)C(F)F)cc1	7	5	-4	-2	-1	4	13	0.0	3
Cc1ccc(NC(=O)Cn2cc(S(=O)(=O)c3ccccc3)c(=O)c3cc(F)ccc32)cc1	7	0	-4	-1	2	-4	-9	5.5	1
Clc1ccc(-c2nc3ccc(Cl)cn3c2Cc2ccsc2)cc1	-6	-1	-1	7	-4	2	/	/	-1
Cc1cccc(C(C)(C)C)c1OCCCCN1CCCC1	-8	1	6	-1	-10	22	-17	-0.1	21
Cc1c(/C=N/Nc2ccc([N+](=O)[O-])cn2)c2ccccc2n1Cc1ccccc1	3	1	-9	1	3	19	-3	0.8	3
Nc1nnnn1/N=C/c1ccccc1O	-8	8	8	-29	5	-12	17	2.9	3
NS(=O)(=O)c1ccc(CCNC(=O)c2cc(=O)[nH]c3ccccc23)cc1	10	2	0	6	-3	-12	-1	-0.9	-1
CC(=O)Nc1ccc(S(=O)(=O)NC2(C(F)(F)F)C(=O)Nc3c2c(=O)[nH]c(=O)n3C)cc1 (stereo not drawn)	-1	-4	-3	-10	2	-6	22	-1.1	6
CCN(CC)C(=O)CSc1nc(-c2ccccc2)cc(=O)[nH]1	5	1	2	-6	-3	13	1	-2.4	1
CCN(CC)c1ccc(NC(=O)c2[nH]c(C)c(C(C)=O)c2C)c(C)c1	4	-2	-3	-15	1	-6	5	-2.5	13
O=C(Cc1cccs1)Nc1nc(-c2cccnc2)cs1	12	-18	-11	-6	-1	8	4	2.9	24
Cc1n[nH]c(=O)nc1N/N=C/c1ccco1	1	-3	0	2	0	9	10	-2.8	2
CCOC(=O)Cc1nnc2c(Nc3ccccc3F)nc3nonc3n12	6	-1	-12	-18	7	-1	15	26	7

Among those listed so far, these have two or more sulfur atoms:
SMILES	CHRM5 antagonist	M4 PAM	CHRM5 PAM	TAAR1 antag	CHRM5 agonist	M1 PAM parental	CRFR2-BP antag	CRFBP-R2 agonist	TAAR1 ag
Cc1ccc2nc(-c3ccc(NS(=O)(=O)c4ccc(F)c(F)c4)cc3)sc2c1	7	4	-7	23	0	-1	-21	0.2	1
O=C(Cc1cccs1)Nc1nc(-c2cccnc2)cs1	12	-18	-11	-6	-1	8	4	2.9	24

(list continues)
SMILES	CHRM5 antagonist	M4 PAM	CHRM5 PAM	TAAR1 antag	CHRM5 agonist	M1 PAM parental	CRFR2-BP antag	CRFBP-R2 agonist	TAAR1 ag
Nn1c(-c2ccccc2)cc(-c2ccccc2)cc1=O	-8	15	4	9	-2	10	-6	-0.1	9
CC1(c2cccc(Br)c2)NC(=O)N(CC(=O)Nc2ccc(F)cc2)C1=O (stereo not drawn)	11	-13	-3	-2	4	-11	-15	-0.2	1
CS(=O)(=O)Nc1nnc(C2CCCC2)s1	2	3	1	0	-3	3	3	-0.6	12
COc1cc([N+](=O)[O-])ccc1NC(=S)NC(=O)CC(C)(C)C	-6	-11	-9	-7	-3	5	-29	-0.3	-1
Cc1cc(C)nc(SCc2nnc(SCC(=O)Nc3ccc(C)c(C)c3)n2Cc2ccco2)n1	1	7	-4	-1	-4	19	17	-0.1	9
C/C(=N\Nc1ccc(S(=O)(=O)Nc2ccc(Cl)cc2)cc1[N+](=O)[O-])c1ccc(N2CCOCC2)cc1	-1	1	-5	-8	-2	4	-10	-1.0	-1
CC(C)C(=O)N1CCC2(CC1)Oc1ccc(F)cc1C(=O)C21CC(c2ccccc2)=NO1 (stereo not drawn)	7	11	1	21	-4	8	-8	-2.2	7
COc1ccccc1NS(=O)(=O)c1cc(NC(=O)c2ccc3ccccc3n2)ccc1Cl	2	4	-1	-1	-3	17	13	15	0
CN(C)CCN(C(=O)c1ccc(N2C(=O)CCC2=O)cc1)c1nc2cc3c(cc2s1)OCO3	5	6	0	-5	-3	7	11	-0.5	0
C=CCOc1ccc(/C=C2/C(=O)ON=C2C)cc1OC	6	2	0	18	-2	6	-14	-0.7	38*
CC1CCCN(CC(=O)Nc2cc(Cl)ccc2Oc2ccccc2)C1 (stereo not drawn)	14	-10	-2	6	-1	-19	-27	6.3	6
CCn1nc(NC(=O)Cc2ccc(OC)cc2)c2cc3cc(C)ccc3nc21	16	-12	-20	-20	6	-18	15	1.4	1
Cc1ccsc1-c1nc(CN2CCCC2c2ccc(F)cc2)c(C)o1 (stereo not drawn)	7	4	1	-4	0	18	7	-0.5	1
COCc1ccc(CN2CCC(n3nccc3NC(=O)C(OC)c3ccccc3)CC2)o1 (stereo not drawn)	4	4	2	-28	-2	5	-10	0.9	1
CC(C)OC(=O)/C(=C/c1ccc2c(c1)c1ccccc1n2C)NC(=O)c1ccccc1	20	-4	-16	33	0	17	23	-2.3	7
Cc1ccc(C2=NN(C(=O)CSc3nc4ncc(Cl)cc4[nH]3)C(c3ccco3)C2)cc1 (stereo not drawn)	5	5	-5	-25	1	1	-4	-0.1	0
N=c1n(CCO)c2ccccc2n1CCOc1ccccc1	2	9	2	-14	-7	3	-4	0.5	11
Cc1ccc(C(=O)NC(=S)Nc2cccnc2Cl)cc1	-6	3	3	15	-5	9	-4	-1.9	8
CCOc1ccc(NC(=O)COC(=O)CCS(=O)(=O)c2ccc(C)cc2)cc1	4	2	-7	1	-2	11	9	1.1	8
COc1cc(C2c3cc4c(cc3OC(C)(N3CCCC3)C2C)OCO4)cc(OC)c1OC (stereo not drawn)	11	7	2	-11	3	10	10	2.3	1
COCCNC(=O)CSc1nc2ccc(N3CCOCC3)cc2c(=O)n1Cc1ccc(OC)cc1	6	-7	1	19	1	-5	8	-0.8	8
CCC(=O)Nc1ccc(C(=O)NNC(=O)c2cccs2)cc1	-5	1	0	25	0	18	4	-1.2	12
CN(c1ccc(F)cc1)S(=O)(=O)c1ccc(Cl)c(C(=O)OCC(=O)NCc2ccco2)c1	1	-9	1	19	-4	1	2	0.4	6
COc1cccc(-c2cc(C(=O)Nc3cccnc3)c3ccccc3n2)c1	0	3	3	24	-1	7	-23	0.4	5
CCOC(CNC(=O)CN1C(=O)COc2ccc(S(=O)(=O)N3CCCC3)cc21)OCC	-8	1	5	-27	-5	11	-1	0.5	3

An unsorted share of the library; 4.2% or so of the library scored in one or more.
